# CaV13 FRET inh: Disruptors of the CACNA1D IQ motif to Ca2+-dependent inactivation inhibitor domain association, primary screening, Förster resonance energy transfer in intact living …; HEK cells, CFP/YFP FRET ICDI-IQ, plate reader, 10 min; percent FRET-ratio fall versus neutral wells; inhibition, % at 12.3 µM; 340,000 compounds, 0.098% hits; AID 743397;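 active = mean replicate inhibition of at least 30% and at least 1% of replicates passing that level; inconclusive = only one of the two criteria is met; inactive = neither criterion is met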;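 note: 0% = median of the neutral control wells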
# NR2E3 ag-1: agonists of human NR2E3 nuclear receptor | AID 602229 | CHO-S Gal4-NCOR/VP16-NR2E3 two-hybrid, luciferase | inhibition of corepressor binding, % at 3.98 µM | Q9Y5X4 | 360,000 compounds, 0.35% hits;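 active = inhibition above the mean of all tested compounds plus 3 SD, cut at about 70% in these data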;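 note: 0% = DMSO with NR2E3 transfected cells and 100% = cells lacking NR2E3 construct; higher means lower luciferase signal from less NR2E3 corepressor binding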
# Target sequence (Q9Y5X4 whole entry, looked up, the tested form may be a part): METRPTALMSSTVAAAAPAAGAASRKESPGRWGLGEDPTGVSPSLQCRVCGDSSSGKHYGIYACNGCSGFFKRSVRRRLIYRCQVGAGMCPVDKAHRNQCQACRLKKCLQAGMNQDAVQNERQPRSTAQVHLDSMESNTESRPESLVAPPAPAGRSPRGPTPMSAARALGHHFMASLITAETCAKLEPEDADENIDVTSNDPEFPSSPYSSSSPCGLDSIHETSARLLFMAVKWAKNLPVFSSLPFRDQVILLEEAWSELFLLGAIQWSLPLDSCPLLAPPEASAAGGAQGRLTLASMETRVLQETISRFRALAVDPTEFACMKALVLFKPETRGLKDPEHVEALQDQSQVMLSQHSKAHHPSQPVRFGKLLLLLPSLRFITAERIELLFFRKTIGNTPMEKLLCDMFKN
# TRPM1 prom inh: reduces MITF-dependent TRPM1 promoter luciferase signal; SK-MEL-5 TRPM1 promoter luciferase, 24 h; inhibition, % at 12.5 µM; 330,000 compounds, 0.83% hits; AID 488899;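 active = mean inhibition across replicates of 60% or more, whatever share of single replicates reaches that level; inconclusive = some that reach 60%, reason not given; inactive = mean inhibition across replicates below 60%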; note: values of inactives mirror those of a sister screen read the other way
# NR2E3 ag-2: activates human photoreceptor nuclear receptor NR2E3; Q9Y5X4; GST-NR2E3/biotin-RetCOR TR-FRET, 1536-well; inhibition of corepressor binding, % at 4.78 µM; 320,000 compounds, 0.12% hits; AID 2300;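 active = percent inhibition above the cutoff of mean plus 3 SD of all tested compounds, set per screening campaign, cut at about 20% in these data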;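 note: 0% = DMSO wells and 100% = biotin wells as full block of FRET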
#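 Material: NR2E3–RetCOR corepressor complex / Amount: 1.35 nM GST-NR2E3 / Medium: Tris pH 7.5 / Compound: single nominal compound dose of 4.8 µM / Incubation: 5 h at 4 °C / Technique: TR-FRET, Eu(K)-anti-GST donor, streptavidin-D2 acceptor, ex 340, em 617/671 nm / Read-out basis: percent loss of FRET ratio relative to control wells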
# KKLEB tox: CF airway cell cytotoxicity counter-screen | AID 602141 | KKLEB CF airway cells viability, ATPlite luminescence, overnight; active compounds read low; cells stimulated with P. aeruginosa culture filtrate | activity change (cytotoxicity), % at 5 µM | 360,000 compounds, 0.36% hits;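 active = corrected activity change at or below -50% at 5 µM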
# PDI inh: PDI (human) enzyme inhibition | P07237 | PDI insulin aggregation turbidity, A650, 90 min | inhibition, % at 10 µM | 350,000 compounds, 0.052% hits | AID 588391;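 active = mean inhibition across replicates of 30% or more, whatever share of single replicates reach that level; inconclusive = mean inhibition below 30% while every single replicate reaches 30%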;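 note: absorbance from insulin aggregation driven by PDI reduction with DTT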
# Target sequence (P07237 whole entry, looked up): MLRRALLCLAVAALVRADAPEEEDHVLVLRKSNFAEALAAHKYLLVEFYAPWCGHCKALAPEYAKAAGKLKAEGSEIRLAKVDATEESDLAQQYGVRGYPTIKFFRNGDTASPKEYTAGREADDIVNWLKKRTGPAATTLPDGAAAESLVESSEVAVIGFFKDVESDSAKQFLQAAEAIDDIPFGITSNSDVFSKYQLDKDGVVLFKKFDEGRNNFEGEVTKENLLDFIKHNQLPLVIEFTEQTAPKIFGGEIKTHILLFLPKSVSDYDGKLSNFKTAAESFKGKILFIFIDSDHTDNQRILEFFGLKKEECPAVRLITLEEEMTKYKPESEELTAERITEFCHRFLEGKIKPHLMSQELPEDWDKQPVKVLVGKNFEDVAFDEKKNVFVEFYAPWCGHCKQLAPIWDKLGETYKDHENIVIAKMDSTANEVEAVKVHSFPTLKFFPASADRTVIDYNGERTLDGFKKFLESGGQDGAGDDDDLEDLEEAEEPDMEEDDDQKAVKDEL
# Shn3 3UTR inh: reduces Shn3 3'UTR luciferase signal in osteoblasts | inhibition, % at 12.5 µM | 360,000 compounds, 0.52% hits | Clone20 osteoblast Shn3 3'UTR firefly luciferase, 24 h;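 active = mean inhibition of at least 75% with every replicate also reaching 75%; inconclusive = mean inhibition at least 75% but some replicate below; inactive = mean inhibition below 75%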;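 note: 0% = median of neutral control wells and 100% = pilot-screen positive control compound; some compounds past the cut are filed as inactive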
# HIF-2a block: blocks HIF-2a reporter activity; inhibition, % at 18.8 µM; AID 624352; 786-0 RCC cells HIF-2a reporter, luciferase luminescence, overnight; 360,000 compounds, 0.72% hits;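 active = inhibition of the luminescence signal of 40% or more relative to plate controls, in a single-dose primary screen at 18.75 µM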
# CF NFkB inh: cystic fibrosis NF-kB activation inhibition; KKLEB NF-kB-GFP reporter, PAF-induced, GFP fluorescence overnight; inhibition, % at 5 µM; 360,000 compounds, 0.86% hits; AID 588850;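 active = at least 50% inhibition at 5 µM, scaled per plate between neutral and stimulator controls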;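 note: PAF is a Pseudomonas aeruginosa culture filtrate used as stimulus; plate controls were PAF-stimulated DMSO wells for no effect and unstimulated DMSO wells for full effect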
# Peg3 prom inh: Peg3 promoter activity inhibition | HeLa PEG-Prom luciferase reporter, luminescence, overnight | inhibition, % at 20 µM | 360,000 compounds, 1.7% hits;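 active = inhibition of at least 50% at 20 µM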
# Vif imaging: blocks HIV Vif function; HEK293T cells, Vif self-association by quenched fluorescence, imaging, 24 h; inhibition, % at 7.49 µM; 340,000 compounds, 0.35% hits; in the data active = inhibition above about 50%, passing the limit was not always enough; inconclusive = no clear call, values can overlap the other calls; inactive = below about 31%; note: some results filed as inactive read as strong as hits
# * hit, by the source's call; ? = inconclusive; . = no result given.
SMILES,CaV13 FRET inh,NR2E3 ag-1,TRPM1 prom inh,NR2E3 ag-2,KKLEB tox,PDI inh,Shn3 3UTR inh,HIF-2a block,CF NFkB inh,Peg3 prom inh,Vif imaging
Cc1ccc(C(=O)NCc2cccs2)cc1S(=O)(=O)N1CCCCC1,-8,-15,-6,1,-14,-8,-38,1,18,15,-4
O=S(=O)(NCc1cccnc1)c1ccc2ccccc2c1,-6,25,-11,8,-6,-2,25,9,-3,2,-3
Cc1cccc(N(CC(=O)NC2CCCCC2)C(=O)CCCC(=O)Nc2ccccn2)c1C,-2,12,1,4,-7,1,8,18,-3,10,2
CN(C)C(C(=O)Nc1cc(Cl)cc(Cl)c1)c1ccccc1 (stereo unspecified),-5,0,-26,2,-4,-11,3,-5,8,20,-4
Cc1ccc2c(c1)C(=O)C(=O)N2CCCOc1ccccc1C,-2,0,.,2,-3,6,3,-96,9,-32,2
CCc1cccc(CC)c1NC(=O)COn1nnc2ccc(C(F)(F)F)cc21,-18,-22,-10,1,-4,9,-15,17,-2,6,-9
Fc1cccc(Cc2c(-c3ccccc3)nc3ccc(Cl)cn23)c1,-5,-2,.,.,-13,.,-3,-119,20,-67,.
COc1ccc(OC)c(C(=O)NC(CC(N)=O)c2ccc(NCCN3CCCCC3)c([N+](=O)[O-])c2)c1 (stereo unspecified),-12,21,-8,-1,9,-8,-6,3,-1,-16,-2
CCS(=O)(=O)N1Cc2ccccc2CC1C(=O)OCC(=O)N(C(C)C)C(C)C (stereo unspecified),-6,-10,10,1,4,2,-17,10,5,0,-3
Cc1nc(N2CCCCC2)c2c(-c3cccs3)csc2n1,-6,-13,8,-1,10,-2,-3,17,21,12,1
O=C(NCCO)c1ccccc1O,-5,-3,2,2,7,-3,5,25,-22,5,-4
Cc1ccc(-c2csc3nnc(SCC(=O)Nc4cccc(C)n4)n23)cc1,-3,-34,-12,5,4,-3,55,-80,2,-36,.
CCn1c(=O)c([N+](=O)[O-])c(N2CCSCC2)c2ccccc21,-16,6,6,4,-12,0,18,22,14,12,0
CCN1CCN(C(=O)C(N)Cc2ccccc2)CC1 (stereo unspecified),-5,-23,-3,3,-7,-7,1,10,-7,-16,1
COc1ccc(-c2nn3c(-c4cccc(C)c4)nnc3s2)cc1OC,-11,-21,-14,2,-18,-4,13,-18,-9,32,-4
CCOC(=O)N1CCN(C(=O)NC2CCCCC2)CC1,-6,-23,-12,-2,1,-1,-9,3,-3,-4,7
CC(Sc1nccn1C)C(=O)NC1(C#N)CCCCC1 (stereo unspecified),-6,-21,-5,4,11,14,4,10,-6,9,?
COc1ccc(NC2CCCN(C(=O)COc3ccc(C(C)=O)cc3)C2)cc1 (stereo unspecified),-14,-15,.,.,12,0,3,1,-12,11,.
Cc1cc(NC(=O)COC(=O)C2=NN(c3ccccc3)C(=O)CC2)c([N+](=O)[O-])cc1C,-4,30,5,.,9,9,-10,2,0,5,-1
Cc1cc(Oc2ccc(C(C)(C)C)cc2)nc(N2CCOCC2)n1,.,-34,-13,0,-5,-1,12,-78,16,-25,-18
C[C@H](O)[C@@H]1CN2CCc3c([nH]c4ccccc34)[C@@H]2C[C@@H]1N(C)C(=O)NC1CCCCC1,-8,-23,.,.,-7,-3,-15,-24,-25,-25,1
Cc1ccc(NC(=O)COC(=O)c2ccccc2F)cc1S(=O)(=O)N1CCCCC1,-7,-4,7,.,1,0,3,6,-5,5,5
O=C(CN1CCc2ccccc2C1)Nc1ccccc1F,-19,-12,3,2,-1,-2,9,9,-10,0,-1
Oc1ccc(Br)cc1/C=N/N1CCN(Cc2ccccc2)CC1,.,-38,-30,6,4,-1,0,-118,-11,-89,.
CCOC(=O)Cc1csc(NC(=O)CCN2C(=O)c3ccccc3C2=O)n1,.,2,-1,2,1,5,19,-16,-8,0,-2
Cc1cccc2sc(NC(=O)[C@H](C)N3C(=O)C4CC=CCC4C3=O)nc12 (stereo partly specified),-14,17,15,-1,-14,-3,-2,2,-9,8,7
O=C1c2cccnc2C(O)N1Cc1cccs1 (stereo unspecified),-8,-10,-1,-5,7,-1,-6,2,-10,1,.
Cc1cc2c(c(C)nn2-c2ccccc2)c(=O)o1,.,-14,13,1,8,-1,10,7,-14,1,-2
CC(C)(C)c1ccc(C2C3=C(CCCC3=O)NC3=C2C(=O)c2ccccc23)cc1 (stereo unspecified),-7,-21,-2,4,-22,0,-12,14,-1,14,-7
CN(CC(=O)Nc1ccc(F)cc1)C(=O)COC(=O)COc1ccc(C#N)cc1,-15,28,6,-1,10,2,-19,3,-10,0,10
COc1ccc(NC(=O)Nc2cccc(C(=O)N3CCOCC3)c2)cc1OC,-1,9,3,-2,-2,15,10,6,1,1,-9
COC(=O)c1ccc2cc(OC)cc([N+](=O)[O-])c2n1,-17,-44,4,.,-15,-12,-9,-15,-6,-11,-1
COc1ccc(C(=O)CSc2nc(C)cc(=O)[nH]2)cc1,.,-19,8,-1,-1,-5,-8,-9,0,1,.
N#CC1(C#N)C(c2ccccc2)OC23CCCCC2C1(C#N)C(=N)O3 (stereo unspecified),-4,-37,2,2,19,-4,3,16,-2,7,1
Cc1sc2nc(SCC(=O)NCc3ccco3)[nH]c(=O)c2c1C,-7,-40,.,5,4,-5,-1,10,13,-1,.
CCCCCCc1c(C)c2ccc(OCC(=O)N[C@@H](Cc3ccccc3)C(=O)O)cc2oc1=O,.,-57,-2,0,-5,.,6,9,25,-4,13
COc1ccc(NC(=O)c2c(N)cnn2C)cc1,-20,-33,-2,3,-6,-1,4,-55,-7,-25,2
CCn1c(O)c(/C=N/n2cnnc2)sc1=S,-8,15,-2,-3,-7,4,5,15,4,-64,0
CCOC(=O)CSc1n[nH]c(NC(=O)c2cccc(C(F)(F)F)c2)n1,-8,-13,-1,1,4,-4,1,20,14,8,10
Cc1ccc(C(=O)CSc2nc3c([nH]2)c(=O)n(C)c(=O)n3C)cc1,-5,17,5,5,14,4,2,1,6,-3,3

# In another format: results already given.
Cc1sc2nc(SCC(=O)NCc3ccco3)[nH]c(=O)c2c1C
  CaV13 FRET inh: -7
  NR2E3 ag-1: -40
  TRPM1 prom inh: .
  NR2E3 ag-2: 5
  KKLEB tox: 4
  PDI inh: -5
  Shn3 3UTR inh: -1
  HIF-2a block: 10
  CF NFkB inh: 13
  Peg3 prom inh: -1
  Vif imaging: .

Cc1ccc(C(=O)CSc2nc3c([nH]2)c(=O)n(C)c(=O)n3C)cc1
  CaV13 FRET inh: -5
  NR2E3 ag-1: 17
  TRPM1 prom inh: 5
  NR2E3 ag-2: 5
  KKLEB tox: 14
  PDI inh: 4
  Shn3 3UTR inh: 2
  HIF-2a block: 1
  CF NFkB inh: 6
  Peg3 prom inh: -3
  Vif imaging: 3

# Next section.
SMILES,CaV13 FRET inh,NR2E3 ag-1,TRPM1 prom inh,NR2E3 ag-2,KKLEB tox,PDI inh,Shn3 3UTR inh,HIF-2a block,CF NFkB inh,Peg3 prom inh,Vif imaging
Cc1cc(Cc2ccc(N)c(C)c2)ccc1N,-1,7,-4,2,-1,-8,-5,-3,-1,-2,2
CC(=O)c1cccc(NC(=O)COC(=O)[C@@H](NC(=O)OCc2ccccc2)C(C)C)c1,-2,-13,0,-1,-9,-1,25,5,8,2,-2
COc1ccccc1C(=O)Nc1ccc2c(c1)nc(CCNC(=O)c1ccccc1)n2C,-5,-80,-6,0,-1,-25,-5,-144,-3,-35,.
CC[C@]12c3[nH]c4cc(CCC(=O)N(C)C)ccc4c3CCN1C(=O)[C@@H](CC(=O)NC/C=C(\C)CCC=C(C)C)C[C@@H]2C(=O)N1CCN(C(=O)C2CC2)CC1,-9,-3,25,.,14,7,84,-1,-42,5,4
CN(C)c1ccc2c(c1)Sc1cc(N(C)C)ccc1N2C(=O)c1ccccc1,-19,-48,3,2,-5,-6,23,17,-11,17,0
CC(NC(=O)c1ccc(S(=O)(=O)N(C)C)cc1)c1ccccc1 (stereo unspecified),.,-12,-8,6,1,0,-3,19,-7,13,.
CC(C)(C)c1nn(-c2ccccc2)c2[nH]c(=O)c(C=O)cc12,-1,-11,8,-1,29,-34,8,23,21,5,-19
O=C(CN1CCN(c2ccccn2)CC1)Nc1cccc(F)c1,-2,.,4,1,2,5,1,23,1,18,-1
O=C(c1cc(=O)c2ccccc2o1)N1CCN(c2ccccc2)CC1,0,3,-8,0,0,-4,-12,3,13,7,-1
COc1cccc2cc(C(=O)Nc3cc(C)cc(C)c3)/c(=N/NS(=O)(=O)c3ccccc3)oc12,-7,-10,1,5,2,-6,-24,5,-4,-1,-5
CCOc1ccc(C(=O)CSCC(=O)O)cc1,-15,-11,3,0,1,2,4,16,16,12,-10
COC(CNC(=O)c1ccc2c(c1)ncn2-c1cc(C)cc(C)c1)OC,-19,-18,-13,-1,-10,15,-10,8,12,-5,-1
O=C(CCN1C(=O)/C(=C/c2cccc(Br)c2)SC1=S)NNC(=O)c1cccnc1,-7,9,14,5,2,10,-10,14,14,0,0
COC(=O)c1ccc(NC(=S)Nc2cccc(C)n2)cc1,-5,-14,-8,-1,-17,-8,5,-26,5,-30,-5
Nc1nonc1-n1nnc(C(=O)N/N=C/c2ccccc2O)c1CN1CCCC1,-2,1,15,-5,-3,.,52,11,11,25,-1
CCOc1ccccc1CN1CCN(Cc2cccc3c2OCO3)CC1CCO (stereo unspecified),-17,-31,-22,0,-7,1,15,17,6,2,-1
O=C1NCCN1c1ncc([N+](=O)[O-])s1,-5,15,-1,-3,4,3,-1,7,-7,-3,15
Cc1ccc(CN(Cc2ccco2)C(=S)NCC(=O)NCc2cccnc2)cc1,-8,-2,-13,1,10,4,4,18,-6,15,1
Nc1nc(NCc2ccco2)nc(N2CCOCC2)c1[N+](=O)[O-],-1,-20,-1,-1,-17,12,3,8,21,5,0
C=C(C)C1CC=C(CN2CCC(O)CC2)CC1 (stereo unspecified),.,8,-1,1,9,-2,9,-7,-9,2,1
COCCNC(=O)/C(C#N)=C/c1ccc(O)cc1,-4,-2,0,0,-7,24,-11,-10,-4,-14,20
O=c1[nH]n2c(-c3ccccc3)nc(O)c2c2ccccc12,-6,-36,5,0,5,10,18,-4,-12,6,3
O=C(NNS(=O)(=O)c1ccc(C(=O)NC2CCCC2)cc1)c1ccncc1,-5,-14,-9,3,3,6,4,13,2,9,36
CC1CC(C)CN(C(=O)COC(=O)C2CCN(S(=O)(=O)c3c(Cl)cccc3Cl)CC2)C1 (stereo unspecified),-7,-12,-2,0,8,-7,5,3,11,-13,7
Cc1cccc(OCCCN2CCOCC2)c1C,-19,4,2,2,0,-3,-20,-11,-8,-32,0
COc1ccc2nc(NC(=O)c3cccc(OCc4c(C)noc4C)c3)sc2c1,-6,-258,9,4,-23,-8,-15,-177,3,-90,-5

# Screening results (PubChem BioAssay)
